aGlu spleen mod = inhibitors or activators of human alpha-glucosidase in spleen homogenate; P10253; Potency, µM (top dose mostly 79.9 µM), without a hit: at the top dose activity change, negative = inhibition, hits mostly inhibitors; human spleen homogenate, 4-MU-alpha-glucoside fluorescence; actives 0.006% (n = 240,000);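 also: 0% = enzyme with vehicle and -100% = no enzyme basal signal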
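Human spleen homogenate (1 ug) incubated with compounds and 1 mM 4-methylumbelliferyl-alpha-D-glucopyranoside in pH 5.0 citrate/phosphate buffer, 37 C, 40 min. Stopped at pH 10; 4-MU fluorescence (Ex 365/Em 440 nm); AC50 by Hill fit.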
Tau fluor counter = counter-screen for tau fibril formation inhibitors; actives 0.93% (n = 280,000); tau K18 P301L (four-repeat tau fragment) Alexa594 fluorescence, heparin fibrillization; Potency, µM (highest dose often 57.7 µM), inactives show at the highest dose activity change, negative = decrease; also: % is scaled to controls: 0 for no effect and ±100 for the full control effect; nearly all actives have a fitted effect of over 55% in size
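Human K18 P301L tau (15 uM unlabeled plus 0.24 uM Alexa 594-labeled, final) in 100 mM sodium acetate pH 7 was mixed with compound and 20 uM heparin and incubated 6 hr at 37 C.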
Epigenetic derep = derepresses silenced GFP reporter in murine cells | murine LDR cells, GFP reporter derepression, 30 h | Potency, µM (doses to about 53.9 µM), for the others: top-dose GFP activation, hits mostly activators | actives 0.2% (n = 280,000); also: % of control where 0% means no effect; nearly all actives have a fitted effect of over 60% in size
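Reporter derepression read as number of fluorescent GFP-positive objects, 20-120 um in size, counted by laser-scanning cytometer. Mouse LDR line with an epigenetically silenced CMV-GFP locus; compound incubation 30 h, 37 C.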
GLA spleen mod = inhibits or activates alpha-galactosidase in human spleen homogenate | P06280 | Potency, µM (series often up to 80 µM), inactives show at the top dose activity change, negative = inhibition, usual class: inhibitors | human spleen homogenate, 4MU-alpha-Gal fluorescence, 40 min | actives 0.008% (n = 240,000);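 also: 0% = enzyme with vehicle and -100% = no enzyme basal signal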
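Inhibition or activation of alpha-galactosidase in human spleen homogenate is scored by 4-MU fluorescence after 40 min at 37C, pH 5.0, with 1 mM substrate. AC50s come from concentration-response fitted to the Hill equation.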
GAA inhib = alpha-glucosidase (human) inhibition. actives 0.005% (n = 200,000). P10253. purified human GAA, 4-MU-alpha-glucoside fluorescence. Potency, µM (highest dose often 76.9 µM), for inactives: at the highest dose activity change, negative = inhibition, hits mostly inhibitors;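 also: plate controls were uninhibited enzyme wells for no effect and no-enzyme background for full effect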
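AC50 values come from Hill fits of compound titrations (up to 77 uM) against 4 nM human enzyme. Substrate 4-methylumbelliferyl-alpha-D-pyranoside at 400 uM, pH 5.0 citrate buffer, 20 min room temperature; fluorescence Ex 365/Em 440 after alkaline stop.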
GAA glycogen = GAA glycogen-cleavage inhibition or activation; recombinant GAA, glycogen substrate, Amplex Red glucose oxidase fluorescence; Potency, µM (series often up to 76.4 µM), without a hit: at the top dose activity change, negative = inhibition, hits mostly inhibitors; actives 0.38% (n = 300,000);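 also: 0% = full enzyme reaction and -100% = no-enzyme basal signal; the screen sought inhibitors and activators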
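Recombinant human enzyme (4 nM); glycogen substrate; 37 C, 40 min, pH 5.0. Readout: coupled glucose oxidase/Amplex Red fluorescence.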
ALDH1A1 block = blocks purified human ALDH1A1 activity; Potency, µM (titrated, usually from 75.3 µM), inactives show at the top dose activity, negative = inhibition, most hits filed as inhibitors; Purified ALDH1A1, NADH fluorescence, propionaldehyde substrate; actives 7.3% (n = 220,000); AID 1030; active = well fitted inhibition curve with a large enough effect, not every such curve was filed as active; inconclusive = small, poorly fitted or top-dose-only effect, or another doubt; inactive = no such curve, though single readings can be large or run the other way;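 also: plate controls were no enzyme wells and a reference inhibitor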
Target sequence (P00352 whole entry, looked up): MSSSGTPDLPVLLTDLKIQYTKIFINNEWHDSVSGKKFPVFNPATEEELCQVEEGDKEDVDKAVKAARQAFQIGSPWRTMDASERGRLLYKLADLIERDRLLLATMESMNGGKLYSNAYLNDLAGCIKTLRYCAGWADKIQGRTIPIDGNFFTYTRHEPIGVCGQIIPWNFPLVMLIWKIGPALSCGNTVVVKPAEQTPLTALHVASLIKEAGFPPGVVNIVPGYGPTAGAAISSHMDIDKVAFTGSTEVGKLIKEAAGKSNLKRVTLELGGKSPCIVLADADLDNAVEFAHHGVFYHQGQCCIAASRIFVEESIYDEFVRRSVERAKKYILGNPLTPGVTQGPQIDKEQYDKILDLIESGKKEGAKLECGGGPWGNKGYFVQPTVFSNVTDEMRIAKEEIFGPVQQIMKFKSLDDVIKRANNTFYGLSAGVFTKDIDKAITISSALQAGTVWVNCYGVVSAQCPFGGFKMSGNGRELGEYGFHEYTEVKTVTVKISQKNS
NPSR antag = antagonists of human neuropeptide S receptor cAMP signaling | Q6W5P4 | CHO-NPSR cells, cAMP TR-FRET, antagonist mode | Potency, µM (highest dose often 38.3 µM), for the others: top-dose activity change, negative = inhibition, actives largely listed as inhibitors | actives 1% (n = 220,000) | AID 1461; also: % is scaled to controls: 0 for no effect and ±100 for the full control effect; nearly all actives have a fitted effect of over 50% in size; many of its hits are not listed in these tables
Target sequence (Q6W5P4 whole entry, looked up): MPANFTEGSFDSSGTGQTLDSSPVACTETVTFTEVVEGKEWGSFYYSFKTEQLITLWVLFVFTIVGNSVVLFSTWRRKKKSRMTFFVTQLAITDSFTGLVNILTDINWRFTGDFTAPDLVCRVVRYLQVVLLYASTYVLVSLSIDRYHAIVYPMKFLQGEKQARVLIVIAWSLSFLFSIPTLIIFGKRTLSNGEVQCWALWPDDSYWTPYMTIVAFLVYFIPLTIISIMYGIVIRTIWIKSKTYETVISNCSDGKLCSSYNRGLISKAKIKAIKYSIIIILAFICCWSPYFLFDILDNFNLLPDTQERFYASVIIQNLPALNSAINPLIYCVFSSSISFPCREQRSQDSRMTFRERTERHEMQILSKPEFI
The depositor's hits bear a star; ? = inconclusive; . = not tested or not shown; [ ] = dose if it differs, or a comment. Unless noted, calls follow the shape of the dose curve; as a rule, active = well fitted curve in the direction sought with a large enough effect; inconclusive = small, poorly fitted or top-dose-only effect, or another doubt; inactive = no such curve, though single readings can be large; an effect the other way counts as inactive or inconclusive. Potency is read from the fitted curve at half-maximal effect. A portion of the library; count on the stated rates, not on these rows.

Below each SMILES – aGlu spleen mod	Tau fluor counter	Epigenetic derep	GLA spleen mod	GAA inhib	GAA glycogen	ALDH1A1 block	NPSR antag
Cc1sc2nc(CN3CCCCC3)nc(Nc3ccc4c(c3)OCCO4)c2c1C
 : -5%	-2%	1.4%	-3%	-15%	5%	-7%	-17%
COc1ccc(-c2ccoc2)cc1[C@H]1[C@H]2C=CC[C@@H](C)[C@@H]2C(=O)N1Cc1ccccc1
 : 1%	-22%	3.8%	12%	.	-5%	.	?
O=c1cc(O)c2sc3nc4c(c(C(F)(F)F)c3c2[nH]1)CCCCC4
 : 0%	15%	-0.1%	0%	.	-2%	.	-15%
CC(=O)Nc1ccc(Nc2nc(C)c([N+](=O)[O-])c(Nc3ccccc3)n2)cc1
 : 6%	?	0.0%	0%	-15%	-1%	2%	12%
COC(=O)CCC(=O)OC1(C)C(=O)C=C2C=C(C3CC3)N(c3ccc(CO)cc3)C=C2C1=O (configuration not stated)
 : -2%[17.4 µM]	-8%[11.6 µM]	.	15%[17.5 µM]	.	.	-3%[13.5 µM]	.
CCn1c(CCC(=O)O)nc2cc(S(=O)(=O)N(C)C)ccc21
 : -3%	5%	-0.1%	-5%	?	2%	-1%	8%
CN(C)c1ccc(CNn2cnnc2SCc2ccccc2F)cc1
 : -7%	-6%	0.1%	-8%	-2%	-23%	6%	3%[46.1 µM]
CCOC(=O)C1CCCN(C(=O)c2ccc(Cl)c(S(=O)(=O)N3CCCCC3)c2)C1 (configuration not stated)
 : 0%	-3%	-1.2%	-2%	3%	4%	-3%	-2%
c1ccc2c(c1)CNc1ccccc1C2
 : 5%	0%	0.0%	-6%	-1%	1%	0%	23%[46.1 µM]
COc1ccccc1/C=C/C(=O)Nc1ccc2c(c1)CCC2
 : 0%	?	1.0%	-4%	-12%	15%	5%	-29%[46.1 µM]
Cc1c(C#N)c(O)n(CCO)c(=O)c1N=Nc1ccccc1
 : 4%	-7%	0.0%	3%	.	2%	.	-9%
CCOC(=O)CCN1C(=O)[C@H]2[C@H]3[C@H](O)[C@H](O)C/C(=N/OC/C=C(\C)CCC=C(C)C)[C@H]3CC[C@@H]2C1=O
 : 1%[17.4 µM]	-9%[11.6 µM]	0.0%[10.1 µM]	7%[17.5 µM]	.	.	-5%[13.5 µM]	.
Cc1ccc(NC(=O)N2CCC(c3nc4c(nnn4Cc4cccc(Cl)c4)c(=O)[nH]3)CC2)cc1
 : -2%	-18%	0.9%	-2%	-4%	-3%	-17%	-16%[46.1 µM]
N#CC1=C(SCC(=O)NC2CCCCC2)NC(=O)CC1c1ccco1 (configuration not stated)
 : -1%	-9%	4.6%	9%	1%	-4%	11µM*	-18%[46.1 µM]
CN(Cc1ccccc1)S(=O)(=O)c1ccc(OCC(=O)N2CCC(C(N)=O)CC2)cc1
 : 5%	-17%	1.0%	5%	.	-1%	.	12%
CC(C)NS(=O)(=O)c1ccc(NC(=S)NC(=O)c2cccc([N+](=O)[O-])c2)cc1
 : -1%	12%	3.0%	-10%	3%	?	8.9µM*	-12%
CN(C(=O)CSc1nnc(-c2n[nH]c3ccccc23)o1)c1ccccc1
 : 1%	-25%	-1.0%	6%	-2%	0%	?	5%
CC1(C)SC2C(NC(=O)C(C(=O)O)c3ccccc3)C(=O)N2C1C(=O)O (configuration not stated)
 : -5%	-9%	1.3%	13%	.	.	-4%	.
CN(C)c1ccc(C2NCC(CCl)O2)cc1 (configuration not stated)
 : -5%	-6%	-0.9%	-3%	-8%	5%	1.4µM*	0%[46.1 µM]
CCOC(=O)Nc1ccc2c(COC(=O)CNS(=O)(=O)c3cccc(Br)c3)cc(=O)oc2c1
 : -1%	-12%	-2.0%	1%	2%	0%	?	-3%
COC(=O)C1=CN(C)C=C(C(=O)OC)C1c1ccccc1Cl
 : ?	5%	0.0%	?	?	2%	?	-1%
CCN(CC)S(=O)(=O)c1ccc(Nc2nc3ccccc3n3nnnc23)cc1
 : -5%	?	?	6%	-1%	6%	-8%	?
O=C(c1ccc(N2C(=O)CCC2=O)cc1)N1CCN(c2ccccc2)CC1
 : -6%	-1%	-1.0%	2%	-2%	5%	6%	5%[46.1 µM]
CC(=O)N1N=C(c2ccccc2)OC12CCCC2
 : 7%	-10%	-4.3%	2%	-5%	14%	?	-8%
Cc1ccc(NC(=O)CC2C(=O)N(Cc3ccccc3)C(=S)N2NC(=O)c2ccccc2)c(C)c1 (configuration not stated)
 : -11%	?	0.9%	-4%	-2%	10%	-11%	-48%
Cc1ccccc1NC(=O)CC1SCCNC1=O (configuration not stated)
 : -1%	-2%	1.1%	0%	-6%	8%	20%	0%[46.1 µM]
CCCCCC1C(=O)CCC1CC(=O)OC (configuration not stated)
 : -7%	-5%	0.0%	5%	.	.	6%	.
Oc1ccccc1-c1nc(NCc2ccco2)c2ccccc2n1
 : -18%	?	?	-4%	-3%	-14%	-3%	-24%[46.1 µM]
C=CCn1c(SCC(=O)N2CCN(C(=O)c3ccco3)CC2)nc2sc(CC)cc2c1=O
 : -3%	3%	1.6%	-8%	-8%	12%	?	-29%[46.1 µM]
Cc1cccc(C)c1NC(=O)c1cccc(COc2cc(Cl)ccc2Cl)c1
 : -5%	-4%	1.1%	-6%	-4%	8%	7%	-22%
Cc1ccc(CNC(=O)c2ccccc2NC(=O)CSc2nnnn2C)cc1
 : -10%	-5%	-1.0%	1%	-5%	5%	3%	-6%[46.1 µM]
O=c1[nH]c(S)c(/C=C2\C=Nc3ccccc32)s1
 : -3%	?	-1.3%	-4%	?	-21%	25µM*	56%
S=C(NCC1CCCO1)N1CCN(c2cccc(Cl)c2)CC1 (configuration not stated)
 : -13%	-15%	-0.1%	-7%	-8%	1%	-6%	-14%
N#Cc1ccc(CSc2nnc(NC(=O)C3CCCO3)s2)cc1 (configuration not stated)
 : -13%	-13%	-2.8%	-6%	-6%	5%	?	-5%[46.1 µM]
CCOc1ccc(N(C)S(=O)(=O)c2ccc3[nH]cc(C(=O)NCC4CCCO4)c(=O)c3c2)cc1 (configuration not stated)
 : -14%	?	1.1%	3%	-6%	-2%	-19%	-8%[46.1 µM]
CCCC(=O)Nc1cccc(NC(=O)c2cccc([N+](=O)[O-])c2C)c1
 : 2%	-2%	-2.5%	4%	-30%	3%	-2%	3%
CN(CC(O)COc1ccc(S(=O)(=O)N2CCOCC2)cc1)C1CCCCC1 (configuration not stated)
 : -5%	6%	0.0%	1%	-8%	2%	6%	-11%[46.1 µM]
COc1ccc(CN(Cc2ccc(C(=O)O)cc2)C(=S)Nc2ccccc2Cl)cc1OC
 : -2%	-2%	-2.8%	-9%	6%	12%	?	-29%
CCOC(=O)Cc1csc(NC(=O)CSc2nnc(-c3cccnc3)n2Cc2ccco2)n1
 : -5%	-9%	-1.2%	-3%	-2%	9%	-6%	-10%[46.1 µM]
Cc1cccc(C)c1NC(=O)C1c2cccc[n+]2CC(=O)N1Cc1cccs1 (configuration not stated)
 : -2%	-9%	-2.1%	3%	-2%	?	3%	17%

Two entries drawn at random from the list so far:
Below each SMILES – aGlu spleen mod	Tau fluor counter	Epigenetic derep	GLA spleen mod	GAA inhib	GAA glycogen	ALDH1A1 block	NPSR antag
Cc1cccc(C)c1NC(=O)C1c2cccc[n+]2CC(=O)N1Cc1cccs1 (configuration not stated)
 : -2%	-9%	-2.1%	3%	-2%	?	3%	17%
Oc1ccccc1-c1nc(NCc2ccco2)c2ccccc2n1
 : -18%	?	?	-4%	-3%	-14%	-3%	-24%[46.1 µM]

Arranged by SMILES length (low to high): part of the list above
Below each SMILES – aGlu spleen mod	Tau fluor counter	Epigenetic derep	GLA spleen mod	GAA inhib	GAA glycogen	ALDH1A1 block	NPSR antag
CCCCCC1C(=O)CCC1CC(=O)OC (configuration not stated)
 : -7%	-5%	0.0%	5%	.	.	6%	.
CC(=O)N1N=C(c2ccccc2)OC12CCCC2
 : 7%	-10%	-4.3%	2%	-5%	14%	?	-8%
O=c1[nH]c(S)c(/C=C2\C=Nc3ccccc32)s1
 : -3%	?	-1.3%	-4%	?	-21%	25µM*	56%
N#Cc1ccc(CSc2nnc(NC(=O)C3CCCO3)s2)cc1 (configuration not stated)
 : -13%	-13%	-2.8%	-6%	-6%	5%	?	-5%[46.1 µM]
Cc1cccc(C)c1NC(=O)c1cccc(COc2cc(Cl)ccc2Cl)c1
 : -5%	-4%	1.1%	-6%	-4%	8%	7%	-22%
CN(CC(O)COc1ccc(S(=O)(=O)N2CCOCC2)cc1)C1CCCCC1 (configuration not stated)
 : -5%	6%	0.0%	1%	-8%	2%	6%	-11%[46.1 µM]
CCCC(=O)Nc1cccc(NC(=O)c2cccc([N+](=O)[O-])c2C)c1
 : 2%	-2%	-2.5%	4%	-30%	3%	-2%	3%
COc1ccc(CN(Cc2ccc(C(=O)O)cc2)C(=S)Nc2ccccc2Cl)cc1OC
 : -2%	-2%	-2.8%	-9%	6%	12%	?	-29%
Cc1ccc(NC(=O)CC2C(=O)N(Cc3ccccc3)C(=S)N2NC(=O)c2ccccc2)c(C)c1 (configuration not stated)
 : -11%	?	0.9%	-4%	-2%	10%	-11%	-48%
CCOc1ccc(N(C)S(=O)(=O)c2ccc3[nH]cc(C(=O)NCC4CCCO4)c(=O)c3c2)cc1 (configuration not stated)
 : -14%	?	1.1%	3%	-6%	-2%	-19%	-8%[46.1 µM]

Further results follow:
Below each SMILES – aGlu spleen mod	Tau fluor counter	Epigenetic derep	GLA spleen mod	GAA inhib	GAA glycogen	ALDH1A1 block	NPSR antag
Oc1oc(-c2ccccc2)nc1C=NCc1ccncc1
 : -1%	-1%	-2.3%	-2%	-2%	-6%	2%	-7%[46.1 µM]
COc1ccc(N2CCN(CCC3Oc4cc([N+](=O)[O-])ccc4NC3=O)CC2)cc1 (configuration not stated)
 : -3%	?	-2.0%	1%	-2%	-6%	-8%	20%
NNC(=O)c1cc2c(s1)CCCCCC2
 : 5%	-3%	-1.2%	1%	-2%	?	0.35µM*	4%[46.1 µM]
COCCCNC(=O)c1c[nH]c2ccc(S(=O)(=O)N3CCC(C)CC3)cc2c1=O
 : 0%	-29%	2.3%	-4%	?	2%	?	-23%

From PubChem BioAssay
